Bioassay records deposited in PubChem by several laboratories.
TNAP activation fold: stimulation of alkaline phosphatase TNAP activity – biochemical, luminescent, no phosphate acceptor, uHTS, primary screen (AID 1001); purified TNAP, luminescent activation assay, no phosphate acceptor; higher activation fold means a stronger effect; 0.03% of 200,000 active; one-dose activation fold at 20 µM; EC50 in µM for titrated hits; in the data active = activation fold from about 3, or a potency from the dose series; inactive = the rest, 99 in 100 with activation fold below about 1.6; note: many of its hits are not listed in these tables
KOR beta-arrestin-1: kappa opioid receptor activators – cell-based, luminescence, uHTS, primary screen (AID 1777); 0.02% of 280,000 active; KOR beta-arrestin recruitment, luminescence; higher % means a stronger effect; activation, % at 10 µM, or EC50 in µM where a hit was titrated; in the data active = activation above about 50%, passing the limit was not always enough; note: a part of the inactive calls stands beside numbers as strong as those of hits
GPR55 activation: selective activators of receptor GPR55 – imaging, U2OS cells, beta-arrestin-GFP redistribution, primary screen (AID 1961); activation, % at 10 µM, or EC50 in µM where a hit was titrated; 0.048% of 290,000 active; U2OS GPR55 beta-arrestin-GFP redistribution imaging; higher % means a stronger effect;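 active = activation above 40% with more than 50 cells counted in the well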;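 note: U2OS osteosarcoma cells stably expressing GPR55 and beta-arrestin-GFP; plate controls were DMSO negative control for no effect and LPI positive control for full effect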
NOD2 inhibition: inhibition of NOD2-driven NF-kB reporter – cell-based, luminescence, uHTS, HEK293 (AID 1566); HEK293 NOD2/NF-kB luciferase reporter, luminescence; higher % means a stronger effect; inhibition, % at 4 µM, or EC50 in µM where a hit was titrated; 0.63% of 290,000 active; note: many of its hits are not listed in these tables
NOD1 inhibition: NOD1 signaling inhibitors, primary screen, cell-based, luminescence, uHTS (AID 1578); inhibition, % at 4 µM, or EC50 in µM where a hit was titrated; NOD1-driven NF-kB luciferase reporter cells, luminescence; higher % means a stronger effect; 1% of 290,000 active; in the data active = inhibition mostly above about 36%, no sharp cut-off; inactive = mostly below about 34%;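 note: HEK-293T reporter cells stimulated with the NOD1 agonist gamma-tri-DAP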
NTR1 ag: agonists of NTR1, primary screen, imaging, U2OS cells, beta-arrestin-GFP, high content (AID 493036) | NTR1-U2OS beta-arrestin-GFP spot imaging, agonist mode | activation, % at 20 µM | 0.17% of 330,000 active | P30989;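 active = activation at or above 40% of the spot to cytoplasm intensity ratio, with at least 20 cells analyzed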;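 note: 0% = DMSO without peptide and 100% = 100 nM NTR1 peptide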
Target sequence (P30989 whole entry, looked up): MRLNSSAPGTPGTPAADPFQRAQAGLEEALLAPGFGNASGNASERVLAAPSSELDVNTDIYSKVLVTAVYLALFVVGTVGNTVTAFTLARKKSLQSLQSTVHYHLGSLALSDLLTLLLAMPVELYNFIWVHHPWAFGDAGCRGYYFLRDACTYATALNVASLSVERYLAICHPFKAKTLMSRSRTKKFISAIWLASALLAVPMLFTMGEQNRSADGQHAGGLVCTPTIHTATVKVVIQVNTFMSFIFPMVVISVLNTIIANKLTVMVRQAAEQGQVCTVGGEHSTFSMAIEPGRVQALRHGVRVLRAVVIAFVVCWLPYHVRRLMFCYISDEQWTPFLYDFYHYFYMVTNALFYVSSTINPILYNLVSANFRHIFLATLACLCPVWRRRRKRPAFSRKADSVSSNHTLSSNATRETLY
CSM14.1 death rescue: rescue of cells from ER stress-induced death, primary screen, 384-well, CSM14.1, thapsigargin, ATP luminescence (AID 1222); CSM14.1 thapsigargin-induced death rescue, ATP luminescence; higher % means a stronger effect; cellular ATP content (survival), % at 20 µM, or EC50 in µM where a hit was titrated; 190,000 tested, under 10 active;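 active = EC50 below 50 µM in the dose-response confirmation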;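 note: death triggered by thapsigargin at about 15 µM added after 2 h compound pretreatment; cell ATP read after overnight thapsigargin exposure of roughly 18 to 22 hours; normalized against plate controls of thapsigargin alone and 5% DMSO vehicle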
KOR beta-arrestin-2: KOR antagonists, beta-arrestin recruitment, cell-based, luminescence, uHTS (AID 1778); KOR beta-arrestin recruitment, luminescence, antagonist mode; higher % means a stronger effect; 0.091% of 290,000 active; inhibition, % at 10 µM; hits with a dose series show IC50 in µM; note: strong numbers were not always called active
Yfh1-depleted yeast: mitochondrial function rescue without frataxin homolog – Friedreich's ataxia, plus single-dose screen, dose response (AID 1465); 0.074% of 220,000 active; fold induction at 50 µM; hits with a dose series show EC50 in µM; S. cerevisiae Yfh1-off respiration, WST-1 reduction, 72 h; higher fold induction means a stronger effect;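 active = fold induction of absorbance versus untreated yeast above a set limit, then at least 30% activation at any dose in follow-up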;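 note: activators that raise dye reduction in frataxin-depleted yeast; strong numbers were not always called active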
NTR1 ag cell count 20 µM: recorded beside NTR1 ag, whose call it bears; cell count; measured here: cell count, cytotoxicity flag
Numbers without * were called inactive; i = inactive; / = not tested or not shown; [ ] = dose if it differs, or a comment. Cut-off read from the data, not from the text of the source, unless noted: active = inhibition above about 50%; inactive = the rest. These rows are one share of the data. The share of hits here may be higher or lower than overall.

SMILES	TNAP activation fold	KOR beta-arrestin-1	GPR55 activation	NOD2 inhibition	NOD1 inhibition	NTR1 ag	NTR1 ag cell count 20 µM	CSM14.1 death rescue	KOR beta-arrestin-2	Yfh1-depleted yeast
CCOc1ccc(NC(=O)CN2CCc3cc4c(cc3C2)OCCCO4)cc1OCC	/	1.5%	-0.1%	4%	-21%	-0.5	62	/	22%	/
COc1ccc(C)cc1NC(=O)c1cccc(C(=O)Nc2cc(C)ccc2OC)n1	/	1.2%	1.2%	0%	-1%	2.3	59	/	6%	/
CCC(C)(C)NC(=O)C(c1ccccn1)N(C(=O)c1csnn1)c1ccc(C)cc1 (configuration not stated)	1.1	/	-0.1%	6%	9%	1.2	45	0.6%	-18%[20 µM]	i
O=C1N/C(=N\S(=O)(=O)c2ccccc2)S/C1=C\c1cc([N+](=O)[O-])ccc1O	/	-2.2%	-0.2%	-16%	-34%	-1.3	53	/	-20%	/
O=C(NCc1ccc2c(c1)OCO2)c1ccc(Br)s1	/	-4.5%	-0.1%	-16%	-7%	1.4	64	/	13%	i
O=C(Nc1nccs1)c1cccnc1	/	4.2%	-0.2%	1%	3%	-0.5	67	/	3%	/
CCN(c1ccc(NC(=O)c2ccc(Cl)nc2)cc1)C(C)C	1	-1.7%	-0.2%	-25%	-34%	1.0	42	0.4%	-31%	i
CS(=O)(=O)NCCCNc1ccc(C(F)(F)F)cc1[N+](=O)[O-]	/	8.1%	-0.1%	4%	9%	2.5	70	/	-10%	i
CC(C)(C)c1ccc(C(=O)Nn2cnnc2)cc1	/	-1.5%	-0.1%	-7%	-33%	0.7	64	/	-12%	/
Cn1c(=NC(=O)C2CCCCC2)sc2cc([N+](=O)[O-])ccc21	1	-3.6%	0.1%	4%	-39%	0.8	61	-0.6%	-3%	i
CSc1nc(C)cc(Oc2ccc(=O)[nH]n2)n1	1.2	-1.0%	-0.5%	-6%	-8%	0.7	39	0.9%	-8%	i
COc1ccc(NC(=O)CNC(=O)Cc2ccccc2)cc1OC	/	-5.4%	-0.3%	13%	-31%	-0.1	59	/	1%	/
CC(C)C(=O)N1CCC(n2nccc2NC(=O)CCc2ccccc2)CC1	/	-1.0%	-0.1%	-2%	-22%	0.2	63	/	-34%	/
O=S(=O)(Nc1ccc(Cl)cn1)c1ccccc1	1.1	/	-0.1%	23%	-24%	1.9	48	-1.6%	-14%[20 µM]	i
CCOC(=O)C(NC(C)=O)(N1CCOCC1)C(F)(F)F (configuration not stated)	1.2	8.0%	0.1%	14%	-1%	-0.8	39	-0.1%	-1%	i
N#Cc1ccc(OCC(=O)N/N=C(\CCC(=O)O)c2cccs2)cc1	1.1	5.0%	-0.5%	-17%	-36%	0.2	50	0.4%	-30%	i
CCCn1c(N)c(N(CCOC)C(=O)c2cc(C)cc(C)c2)c(=O)[nH]c1=O	/	-1.0%	0.3%	11%	-16%	-0.3	59	/	-8%	/
COc1ccc(NC(=O)C2CCCN(c3cnccn3)C2)cc1 (configuration not stated)	/	-1.1%	-0.2%	19%	-8%	-0.2	70	/	-33%	/
CCOC(=O)Cc1nnc(NC(=O)c2ncn[nH]2)s1	1.7	-1.3%	-0.1%	8%	-4%	-0.5	69	1.3%	5%	i
Cc1cccc(NC(=O)c2cc(=O)c3ccccc3o2)c1	/	-1.9%	0.0%	-5%	0%	-0.1	87	/	-18%	/
Cc1ccc(C(=O)Nc2cccc(-c3cn4ccccc4n3)c2)cc1	1.1	0.1%	-0.1%	-23%	-52%	6.6	44	1.4%	-10%	i
CCCN(c1ccc(OCC)cc1)S(=O)(=O)c1ccc2c(c1)CCN2C(=O)CCC(=O)O	1	4.0%	0.3%	17%	4%	2.4	50	5.9%	-2%	i
Cc1ccc2[nH]c3c(=O)n(CCc4cnc[nH]4)cnc3c2c1	1.1	2.1%	-0.1%	-22%	-10%	0.7	46	-1.5%	-41%	i
CN1/C(=C/C2CC(=O)NC2=O)C(C)(C)c2ccccc21 (configuration not stated)	1.1	-3.3%	-0.2%	9%	-12%	-1.1	48	7.6%	18%	i
COc1ccccc1CNS(=O)(=O)c1c(C)noc1C	1.1	-0.5%	-0.1%	1%	-21%	-1.8	51	-0.1%	8%	i
Further records.
SMILES	TNAP activation fold	KOR beta-arrestin-1	GPR55 activation	NOD2 inhibition	NOD1 inhibition	NTR1 ag	NTR1 ag cell count 20 µM	CSM14.1 death rescue	KOR beta-arrestin-2	Yfh1-depleted yeast
Cc1ccc(Nc2nc(NCC3CCCO3)nc(N)c2[N+](=O)[O-])cc1 (configuration not stated)	1	-1.5%	0.1%	34%	-6%	25	78	0.5%	0%	i
O=C(Nc1ccc2c(c1)OCO2)c1cc(-c2cccnc2)nc2ccccc12	1	-3.1%	0.5%	-8%	-34%	-0.1	38	-0.3%	-14%	i
O=C(c1ccc([N+](=O)[O-])cc1)N1CCSC1c1ccc(Cl)cc1 (configuration not stated)	0.9	8.7%	-0.2%	-12%	-20%	0.8	66	3.4%	13%	i
CC(C)c1nc2sc3c(=S)nc[nH]c3c2c2c1CCC2	/	2.2%	0.9%	22%	5%	7.7	33	/	-14%	i
CC(C)(C)NC(=O)C(c1ccc(F)cc1)N(CC1CCCO1)C(=O)CCC(=O)Nc1ccccn1 (configuration not stated)	/	-4.2%	0.7%	5%	-28%	-1.4	38	/	21%	/
COc1ccc(CCN(C(=O)C(F)(F)F)C(C(=O)NC2CCCCC2)c2cccs2)cc1 (configuration not stated)	1.1	2.1%	0.1%	8%	-4%	2.4	82	1.7%	-3%	i
COc1ccccc1OP(=O)(O)Oc1ccccc1OC	1.1	-1.5%	0.0%	15%	-24%	0.2	56	/	13%	i
O=C(CC1Sc2ncnn2C1=O)Nc1ccc(Cl)cc1 (configuration not stated)	1.3	-3.3%	0.5%	19%	-10%	3.3	50	-3.8%	-15%	i
O=C(c1ccc(N2CCN(C(=O)c3cccc(F)c3)CC2)cc1)c1cccc(F)c1	/	2.6%	0.2%	11%	-11%	1.6	50	/	-31%	/
Cn1c(=O)n(Cc2ccc(Br)cc2)c2ccccc21	1.1	/	-0.1%	15%	1%	1.5	57	4.9%	17%[20 µM]	i
Cc1ccc(NC(=O)c2ccc(C)c(NC3=NC4CS(=O)(=O)CC4S3)c2)cc1C (configuration not stated)	/	-3.8%	-0.1%	9%	6%	-1.9	67	/	26%[20 µM]	/
O=C(O)CN1C(=O)/C(=C\c2cc(Br)ccc2OCc2ccc(Cl)cc2)SC1=S	/	-2.1%	0.0%	-21%	-8%	/	/	/	-35%	/
O=C1CSC(c2cccc([N+](=O)[O-])c2)N1CCc1ccccc1 (configuration not stated)	/	-0.8%	-0.1%	20%	7%	-0.6	66	/	-42%[20 µM]	/
CC1CC(C)(C)CC2(C1)NC(=O)N(CC(=O)NCCc1c[nH]c3ccccc13)C2=O (configuration not stated)	1	-4.4%	0.2%	-9%	-18%	-1.7	65	0.5%	-22%	i
CCN1CCCC1CNS(=O)(=O)c1ccc(Cl)c(C(F)(F)F)c1 (configuration not stated)	1	-1.1%	-0.1%	7%	-10%	0.2	60	0.0%	-15%	i
O=C(CN1CCOCC1)Nc1ccc(NC(=O)CN2CCOCC2)c(Cl)c1	1.1	-1.3%	-0.2%	13%	-3%	2.6	75	/	-10%	i
Cc1ccc2nc(SCC(=O)NCc3cccs3)[nH]c2c1	1.1	6.3%	0.4%	5%	-41%	-1.0	25	0.0%	-2%	i
NC(N)=Nc1nc(-c2ccccc2)c2ccccc2n1	1	-2.2%	-0.2%	-9%	-26%	6.3	112	-4.4%	-20%	i
Cc1onc(-c2c(F)cccc2Cl)c1C(=O)OCC(=O)NCc1ccco1	1.1	2.7%	-0.2%	13%	-16%	1.3	39	1.7%	9%	i
CCSc1nnc(C)c(=O)n1COC(=O)c1ccc(S(=O)(=O)N2CCCC2)cc1	1	0.4%	0.2%	4%	-7%	-1.0	61	3.5%	0%	i
Cc1ccc(NC(=S)N(C)Cc2cn(C)c3ccccc23)cc1	1.2	2.7%	0.2%	10%	-13%	2.3	60	-2.2%	11%	i
CC(=O)Cc1nsc(NC(=O)c2ccc(COc3cccc(C)c3)o2)n1	/	2.3%	-0.1%	0%	-2%	1.4	47	/	-31%	/
O=C(COc1ccc(Cl)cc1)NCc1nnc(SCC(=O)N2CCCc3ccccc32)o1	1.1	0.7%	0.3%	3%	-46%	-1.1	56	-1.9%	2%	i
COC(=O)CC1C(=O)NCCN1C(=O)c1c(F)cccc1F (configuration not stated)	/	-2.6%	/	9%	-37%	-1.1	46	/	-8%	/
CN(Cc1cnccn1)C(=O)CC1C(=O)NCCN1Cc1cccc(Oc2ccccc2)c1 (configuration not stated)	1	-7.1%	-0.1%	-1%	-10%	0.4	64	-0.2%	-9%[20 µM]	i
(more compounds)
SMILES	TNAP activation fold	KOR beta-arrestin-1	GPR55 activation	NOD2 inhibition	NOD1 inhibition	NTR1 ag	NTR1 ag cell count 20 µM	CSM14.1 death rescue	KOR beta-arrestin-2	Yfh1-depleted yeast
COc1ccc(C2C(C#N)=C(N)N(c3cccnc3)C3=C2C(=O)CC(C)(C)C3)cc1OC (configuration not stated)	1.1	3.4%	-0.2%	-14%	64%*	2.1	63	-3.4%	-45%	i
CN(/N=C/c1ccc(O)cc1O)c1nc(-c2ccccc2)cc(-c2ccccc2)n1	1.1	-4.3%	0.5%	-2%	2%	10	70	-2.9%	10%	i
CCCOc1ccccc1NS(=O)(=O)c1ccc2[nH]c(=O)[nH]c2c1	/	0.8%	-0.2%	-3%	-13%	0.0	46	/	-8%	/
O=C(COc1ccccc1F)Nc1c2c(nn1-c1ccccc1)CS(=O)(=O)C2	/	-1.1%	0.3%	13%	-14%	0.2	61	/	4%	/
Cc1cccc(NC(=O)c2cc(=O)c3ccccc3o2)n1	1	-0.2%	-0.2%	-38%	-20%	0.0	57	-0.3%	13%	i
O=C(O)C1C2C=CC(C2)C1C(=O)N1CCc2ccccc21 (configuration not stated)	1.1	-0.7%	0.7%	-5%	-11%	-1.2	80	-1.9%	-6%	i
CC1CC(C)CN(C(=O)C2CCC(CNc3c(N4CCCCC4)c(=O)c3=O)CC2)C1 (configuration not stated)	/	1.9%	-0.1%	17%	-10%	1.2	61	/	2%	i
CCC(c1nnc(SCC(=O)N(C)c2ccccc2)n1Cc1ccccc1)N(C)C (configuration not stated)	/	3.9%	-0.1%	8%	-5%	-0.1	62	/	10%	/

3 of these compounds in a different format:
molecule,TNAP activation fold,KOR beta-arrestin-1,GPR55 activation,NOD2 inhibition,NOD1 inhibition,NTR1 ag,NTR1 ag cell count 20 µM,CSM14.1 death rescue,KOR beta-arrestin-2,Yfh1-depleted yeast
N#Cc1ccc(OCC(=O)N/N=C(\CCC(=O)O)c2cccs2)cc1,1.1,5.0%,-0.5%,-17%,-36%,0.2,50,0.4%,-30%,i
CCCn1c(N)c(N(CCOC)C(=O)c2cc(C)cc(C)c2)c(=O)[nH]c1=O,/,-1.0%,0.3%,11%,-16%,-0.3,59,/,-8%,/
COc1ccc(NC(=O)C2CCCN(c3cnccn3)C2)cc1 (configuration not stated),/,-1.1%,-0.2%,19%,-8%,-0.2,70,/,-33%,/
